# Compound activity as filed in PubChem.
# SKBR3 24h inh: SK-BR-3 proliferation inhibitors; SK-BR-3 viability, CellTiter-Glo ATP luminescence, 24 h; active compounds read low; viability, % at 10 µM; hit rate 0.47% among 41,000;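 active = viability at or below the median of all test compounds minus 3 SD, in both replicates if run twice, cut at about 45% in these data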;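 note: 100% = median untreated cell wells and 0% = median positive control drug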
# The depositor's hits bear a star. Some of the compounds tested, so the mix of outcomes need not match the whole.
SMILES,SKBR3 24h inh
CCN1CCCC1CNC(=O)c1cc(NC(C)=O)c(N(C)C)cc1OC (stereo not given),134
Cc1occc1-c1nnc(SCC(=O)NCc2ccc3c(c2)OCO3)n1CC(C)C,85
CC(C)C(NC(=O)C1CCCCC1)C(=O)NCc1ccccn1 (stereo not given),97
CSc1nc(NCC(C)C)nc(N2CCOCC2)n1,96
CCOC(=O)C1=C(C)NC(=O)NC1c1ccccc1Cl (stereo not given),123
COc1ccc(S(=O)(=O)N2CCCC2C(=O)Nc2ccc(C)cc2)cc1 (stereo not given),121
Cn1c(=O)c2c(nc(N3CCc4ccccc4C3)n2Cc2ccc(Br)cc2)n(C)c1=O,94
Cn1ncc(C#N)c1NC(=O)C1CC(c2c(F)cccc2Cl)=NO1 (stereo not given),92
Cc1ccc(-c2[nH]nc3c2C(c2ccoc2)C(C#N)=C(N)O3)cc1C (stereo not given),75
CSc1nncc(-c2ccc(F)c(F)c2)n1,82
O=C(Cc1cccs1)NCc1ccccc1F,104
CCc1nnc(NC(=O)CN2C(=O)c3ccccc3C2=O)s1,88
Cn1c(C(=O)N2CCc3ccccc32)cc2c(=O)n3ccccc3nc21,85
COc1ccccc1-c1nnc(NC(C)=O)s1,96
CCOc1ccccc1-n1cnc2cc(C(=O)NCc3ccco3)ccc21,85
Nc1cc(N)nc(SCC(=O)N2CCCCC2)n1,106
N#CCCN1CCN(C2=NC(=O)C(=C3CCCCC3)S2)CC1,85
O=C(c1cnsn1)N1CCN(c2ccccn2)CC1,90
Cc1ccc(NC2=CC(=O)CC(C)(C)C2)c(N)c1,82
CCOC(=O)c1nn(-c2ccc(OC)cc2)c(=O)c2c(NC(=O)c3ccco3)scc12,96
CC(C)Cn1cnc2c(c1=O)c1nc3ccccc3nc1n2Cc1ccc2c(c1)OCO2,101
Cc1ccc(CN(C)C(=O)C2CCCN2C(=O)c2cccs2)o1 (stereo not given),115
NC(=O)c1ccccc1NC(=O)CS(=O)(=O)Cc1ccccc1,102
CCCCCCOc1ccc(/C(N)=N/O)cc1,77
CCOC(=O)c1c(C)n(C)c2c(C)cc(O)c(OC(C)=O)c12,94

# (listing goes on)
SMILES,SKBR3 24h inh
CCOC(=O)c1cnc(SCC)[nH]c1=O,81
Cn1c(=O)c(=O)n(C)c2cc(S(=O)(=O)N3CCOCC3)ccc21,67
c1cc2c(nn1)CCc1nonc1-2,131
CC1=C(C#N)c2nc(N)c(C#N)c(C)c2/C1=C\c1ccccc1,102
CCCCC(=O)N=c1sc2cc(S(C)(=O)=O)ccc2n1C,106
Cc1nnc(NC(=O)c2ccc(S(=O)(=O)N(C)Cc3ccccc3)cc2)o1,31*
COCCn1nnnc1C(c1cccc(C#N)c1)N1CCCCCC1 (stereo not given),127
O=C(NCc1ccc(F)cc1)C1CCN(C(=O)NCc2ccccc2)CC1,91
c1ccc(N2CCN(c3nc(NCc4ccco4)c4ccccc4n3)CC2)cc1,67
CC(C)(C)C1CCc2onc(C(=O)N3CCOCC3)c2C1 (stereo not given),83
COc1nc(OC)nc(N2CCC(C(=O)NC3CCCCCC3)CC2)n1,80
COc1nc(-c2ccc(Cl)cc2)ccc1-c1noc(-c2ccncc2)n1,84
CCCc1nc2n[nH]c(N)c2c2c1CCCC2,114
COc1cc(C(=S)N2CCCC2)cc(Cl)c1O,98
COc1cccc(OC)c1C(=O)N1CCN(Cc2ccncc2)CC1,101
COc1cccc(-n2c(SCC#N)nnc2-c2cnccn2)c1,81
CCN(CC)CCN=C1CCCc2ccccc2N1,101
O=C1OC2CC3CC1CC(O)(C3)C2 (stereo not given),84
CCC(C)(C)n1nnnc1CN(Cc1ccco1)Cc1cc2cc3c(cc2[nH]c1=O)OCO3,115
C/C(=N\O)c1ccc2c3ccccc3n(C)c2c1,122
CCn1c(SCC(=O)Nc2ccccc2N2CCOCC2)nnc1-c1ccccc1O,92
Cc1cc2nnc(SCC(=O)NCc3cccs3)n2c(N)n1,82
Cc1ccc(S(=O)(=O)C(CCC(=O)N2CCOCC2)S(=O)(=O)c2ccc(C)cc2)cc1,100
Nc1[nH]ncc1C(=O)Nc1cccc(C(F)(F)F)c1,85
Cc1ccc(NCN2C(=O)c3ccccc3C2=O)c(C)c1,91

# Remaining list, next part
SMILES,SKBR3 24h inh
O=c1[nH]c(NCc2ccccc2)nc2c1CCC2,94
COC(=O)CCSCC(=O)Nc1cc(C)on1,79
c1csc(-c2ccc3ccccc3n2)c1,79
O=S(=O)(O)c1nc2ccccc2n1Cc1ccc(Cl)cc1Cl,99
CCOC(=O)c1c(C)nc(-c2ccccc2)nc1NC(C)=O,89
COC(=O)c1cc(NC(=O)CC2C(=O)NCCN2C(=O)c2ccccc2)cc(C(=O)OC)c1 (stereo not given),106
Cc1cccc(OCC(O)CN2CCN(C3CCCCC3)CC2)c1 (stereo not given),85
Cc1ccc(OCC(=O)Nc2ccc(O)c(C(=O)O)c2)cc1C,87
COc1cccc(C(=O)SC2=NCCS2)c1,79
CCOC(=O)C1=C(NC(=O)c2ccc(Br)o2)Nc2ccccc2N=C1,79
Cc1cc(C)cc(OCC(=O)Nc2cccc(-c3nnc(-c4ccco4)o3)c2)c1,84
CCN(CC)Cc1c(C(=O)OC(C)C)nnn1-c1nonc1N,94
Cc1ccc(C(=O)CSc2nnc(CNc3ccc(C)cc3C)o2)cc1,153
CCOC(=O)c1c(C)[nH]c(C)c1C(=O)COC(=O)CNC(=O)c1ccc(OCC)cc1,77
N#Cc1c(N)sc2c1CCN(C(=O)OCc1ccccc1)C2,93
Cc1nn(C)cc1CN(C)C(=O)c1sc2cccc(Cl)c2c1Cl,90
CCCCNc1nc2c(c(=O)[nH]c(=O)n2C)n1CCOc1ccccc1,114
COC(=O)C(C)NC(=O)C1CCCN1S(=O)(=O)c1cc(C)c(Cl)cc1C (stereo not given),103
CCOC(=O)CNS(=O)(=O)c1cc(-c2nn(C)c(=O)c3ccccc23)ccc1C,105
COc1ccc(N2CCN(Cc3cc(=O)oc4ccc5ccccc5c34)CC2)cc1,91
O=C1CN(S(=O)(=O)c2ccccc2)CC(=O)N1CCc1ccccc1,92
Cc1ccc(-c2noc(CCC(=O)N3CCCc4ccccc43)n2)cc1,68
Cc1ccccc1N(CC(=O)NCC1CCCO1)C(=O)C1(C)CC(=O)N=C2C=CC=CN21 (stereo not given),89
CCOC(=O)CSc1nc2ccccc2n1CC(=O)N(C(C)C)C(C)C,104
CCOC(=O)c1ccc(NC(=O)C(C)N2C(=O)c3ccccc3C2=O)cc1 (stereo not given),116

# 3 entries out of the list, ordered by SMILES length, highest first:
SMILES,SKBR3 24h inh
COc1ccc(S(=O)(=O)N2CCCC2C(=O)Nc2ccc(C)cc2)cc1 (stereo not given),121
Cc1cc2nnc(SCC(=O)NCc3cccs3)n2c(N)n1,82
CCN(CC)CCN=C1CCCc2ccccc2N1,101

# (continued)
SMILES,SKBR3 24h inh
O=C(NCc1ccccc1)c1cc(-c2ccco2)on1,89
CCOc1ccc(N(CC(=O)NC2CCCC2)C(=O)CCC(=O)Nc2ccccn2)cc1,100
CCN1CCN(c2ncc(C(=O)N3CCN(c4ccccc4OC)CC3)c3ccccc23)CC1,88
CC(=O)c1nnn(-c2nc(N3CCCC3)nc(N(c3ccccc3)c3ccccc3)n2)c1C,95
CCOc1ccc(-c2nnc(N(CC)C(=O)C3CCC3)s2)cc1,67
O=C(OCc1cc(-c2ccccc2)no1)c1ccc2ccccc2n1,90
O=C(NC1(O)C(=O)c2ccccc2C1=O)c1ccccc1,95
O=C(CN(CC1CCCO1)C(=O)CCC(=O)Nc1nccs1)NCC1CCCO1 (stereo not given),88
CS(=O)CSc1nc2c(cc1C#N)CCCC2 (stereo not given),83
COc1ccc(OC)c(NC(=O)C2C3CC4OC(=O)C2C4C3)c1 (stereo not given),84
CC(=O)Nc1c(C(=O)N2CCOCC2)sc2nc3c(cc12)COC(C)(C)C3,93
CCN(CC)C(=O)CSc1nnc([C@@H](NC(=O)OC(C)(C)C)C(C)C)o1,98
Cc1cc(C)c2c(=O)[nH]n(C3CC(C)N(C)CC3C)c2n1 (stereo not given),107
Cc1cccc(N(C(=O)CCC(=O)Nc2cc(C)on2)C(C(=O)NC2CCCC2)c2ccncc2)c1 (stereo not given),104
c1csc(-c2csc3ncnc(NCCCN4CCOCC4)c23)c1,85
O=C(NCc1cccs1)C1CCCN(S(=O)(=O)c2ccc3c(c2)OCO3)C1 (stereo not given),123
Cc1csc(NC(=O)CSc2nnc(C)s2)n1,102
O=C(Nc1ccc2ccccc2c1)c1cccnc1,101
O=C(CSCc1ccccn1)Nc1ccccc1,105
Cc1ccc(CNC(=O)CCNC(=O)Cn2ccc3ccccc3c2=O)o1,89
O=C(NCC(c1cccnc1)N1CCOCC1)c1cccc(Cl)c1 (stereo not given),91
O=C(NCc1ccco1)C1CCN(S(=O)(=O)c2ccc(-n3cnnn3)cc2)CC1,75
Cc1nc2ccc(NC(=O)NCc3ccco3)cc2s1,98
CCOC(=O)Cc1nnc2c(Nc3ccc(Cl)cc3)nc3nonc3n12,84
O=C(NCc1ccncc1)c1c(F)c(F)c(F)c(F)c1F,107

# Reformatted with bars between the fields: part of the list above.
SMILES | SKBR3 24h inh
O=C(NC1(O)C(=O)c2ccccc2C1=O)c1ccccc1 | 95
O=C(CN(CC1CCCO1)C(=O)CCC(=O)Nc1nccs1)NCC1CCCO1 (stereo not given) | 88
CS(=O)CSc1nc2c(cc1C#N)CCCC2 (stereo not given) | 83
COc1ccc(OC)c(NC(=O)C2C3CC4OC(=O)C2C4C3)c1 (stereo not given) | 84
CC(=O)Nc1c(C(=O)N2CCOCC2)sc2nc3c(cc12)COC(C)(C)C3 | 93
CCN(CC)C(=O)CSc1nnc([C@@H](NC(=O)OC(C)(C)C)C(C)C)o1 | 98
Cc1cc(C)c2c(=O)[nH]n(C3CC(C)N(C)CC3C)c2n1 (stereo not given) | 107
Cc1cccc(N(C(=O)CCC(=O)Nc2cc(C)on2)C(C(=O)NC2CCCC2)c2ccncc2)c1 (stereo not given) | 104
c1csc(-c2csc3ncnc(NCCCN4CCOCC4)c23)c1 | 85
O=C(NCc1cccs1)C1CCCN(S(=O)(=O)c2ccc3c(c2)OCO3)C1 (stereo not given) | 123
Cc1csc(NC(=O)CSc2nnc(C)s2)n1 | 102
O=C(Nc1ccc2ccccc2c1)c1cccnc1 | 101
O=C(CSCc1ccccn1)Nc1ccccc1 | 105
Cc1ccc(CNC(=O)CCNC(=O)Cn2ccc3ccccc3c2=O)o1 | 89
O=C(NCC(c1cccnc1)N1CCOCC1)c1cccc(Cl)c1 (stereo not given) | 91
O=C(NCc1ccco1)C1CCN(S(=O)(=O)c2ccc(-n3cnnn3)cc2)CC1 | 75
Cc1nc2ccc(NC(=O)NCc3ccco3)cc2s1 | 98
CCOC(=O)Cc1nnc2c(Nc3ccc(Cl)cc3)nc3nonc3n12 | 84
O=C(NCc1ccncc1)c1c(F)c(F)c(F)c(F)c1F | 107

# (next part)
SMILES,SKBR3 24h inh
Nc1ccccc1NC(=O)c1ccccc1,100
O=C(c1ccco1)N1CCN(S(=O)(=O)c2ccc(Oc3ccccc3)cc2)CC1,90
COc1ccc2c(c1)c1c3n2CCN(C)C3=NCC1,91
Cc1nn(C)c(C)c1NS(=O)(=O)c1ccccc1,97
NC(=O)C1CCCN(C(=O)c2ccc(Cl)cc2)C1 (stereo not given),104
O=C(O)CCc1ccc(-c2ccccc2)o1,89
Cc1cccc(-c2noc(CCCC(=O)Nc3cccnc3)n2)c1,87
C=C(C)CSC1=C(C#N)C(c2ccccc2)CC(=O)N1 (stereo not given),96
CN(C)S(=O)(=O)N1CCC(CCCC2CCN(S(=O)(=O)N(C)C)CC2)CC1,91
CCOC(=O)CSc1nc2ccccc2c(=O)n1CC,116
CCOC(=O)C(C)Sc1nc2c(c(=O)[nH]c(=O)n2C)n1C/C=C(/C)Cl (stereo not given),97
CC1=C(C(=O)OCCOc2ccccc2)C(c2ccc(C)o2)C2=C(CC(C)(C)CC2=O)N1 (stereo not given),72
O=C(NCCCN1CCOCC1)c1ccc(CS(=O)(=O)Cc2ccccc2Cl)o1,85
CCOC(=O)CSc1nc2ccccc2n1CC(=O)N1CCN(c2ccccc2)CC1,88
O=C(CCn1c(=O)oc2ccccc21)NCCN1CCc2ccccc2C1,92
Cn1c(CCN2CCCCC2)nc2cc(NS(=O)(=O)c3ccccc3)ccc21,70
COc1cc(OC)cc(-c2nnc(SCC(=O)N(Cc3ccccc3)C(C)(C)C)o2)c1,93
COc1ccccc1N1CCN(C(=O)C(C)N(c2ccc(C)c(C)c2)S(C)(=O)=O)CC1 (stereo not given),77
CCCOC(=O)c1ccc(Oc2c(-c3ccc(OC)cc3O)n[nH]c2C)cc1,104
O=C1CC(Cc2ccccc2)C(=O)N1c1ccc(Cl)cn1 (stereo not given),97
CCOC(=O)CC1C(=O)NC2CCCCC2N1C(=O)Nc1ccc(Cl)cc1 (stereo not given),128
CCc1nnc(NC(=O)CSc2nnc(Cc3ccccc3)n2-c2ccccc2)s1,97
Cc1cccc(CCNC(=O)C2CCN(S(=O)(=O)c3c(C)nn(C)c3C)CC2)c1,76
Cn1cc(CNC(=O)C2CCCCC2)cn1,111
CCCc1nnc(SCC(=O)O)n1/N=C/c1ccc2c(c1)OCO2,94

# (more compounds)
SMILES,SKBR3 24h inh
CCOC(=O)c1ccc(NC(=O)Nc2ccn(C)n2)cc1,90
CC#CCN(CC#CC)S(=O)(=O)c1ccc(S(=O)(=O)N2CCOCC2)cc1,87
Cc1cc(SCC(=O)Nc2ccccc2)nc(C)n1,86
CCOC(=O)c1sc2nc(N3CCOCC3)c3c(c2c1N)CCC3,90
Cc1ccc2nc(Nc3nc(=O)c4ccccc4n3C)nc(C)c2c1,85
CCn1c(SCC(=O)NCc2cccs2)nnc1-c1ccco1,121
Cc1cc(C(=O)Nc2ccc(S(=O)(=O)Nc3onc(C)c3C)cc2)cs1,94
Cc1ccsc1C(C(=O)NC1CCCCC1)N(C(=O)c1csnn1)C1CC1 (stereo not given),99
N/C(=N\S(=O)(=O)c1ccc(Cl)s1)c1ccccc1,89
O=C(OCC1COc2ccccc2O1)c1c(F)cccc1F (stereo not given),134
CN(C)c1ccc(C=NCCC2(O)CCOC(C)(C)C2)cc1 (stereo not given),137
O=C(O)CCc1nn2cc(-c3ccccc3)nc2[nH]c1=O,88
CCOCCCNC(=O)C1CCN(C(=O)Nc2ccc(C)cc2)CC1,67
Cc1cc(-c2nnc3n2CCCCC3)c(C)n1-c1ccccc1,91
